Screens: PubChem BioAssay, several laboratories
5HT1E ag: agonists of human 5-HT1E serotonin receptor. actives 0.69% (n = 65,000). activation, % at 6 µM. AID 574. CHO 5-HT1E Ga15 NFAT-bla reporter, FRET; 0% DMSO wells, 100% control agonist wells;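 active means activation above a set limit, the screen-wide mean activation plus 3 SD, cut at about 8.5% in these data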;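 further: 100% = positive control agonist at 1 µM giving full maximal response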
M1 ag: M1 muscarinic receptor agonism; CHO-M1 cells, Fluo-4 calcium fluorescence, agonist mode; hits give high values; B-score at 10 µM; actives 3% (n = 64,000); AID 626;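 active means fluorescence rise, raw or as B-score row- and column-corrected plate score, outside the 99.7% band of its plate's samples, either direction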
5HT1a antag: antagonists of human 5-HT1a serotonin receptor | P08908 | CHO 5-HT1a Ga15 NFAT-bla reporter, antagonist mode | inhibition, % at 10 µM | actives 0.68% (n = 62,000);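 active means inhibition above the mean of all tested compounds plus 3 SD, cut at about 43% in these data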;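 further: receptor stimulated by 5-CT agonist at 100 nM near EC80; beta-lactamase reporter measured by ratiometric fluorescence of a cleavable substrate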
5HT1a ag: agonists of human 5-HT1a serotonin receptor; CHO 5-HT1a Ga15 NFAT-bla reporter, FRET ratio; 0% basal, 100% maximal reference agonist; activation, % at 10 µM; actives 0.56% (n = 65,000); AID 567;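 active means activation above the screen-wide mean activation plus 3 SD, cut at about 19% in these data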;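 further: 0% = DMSO wells and 100% = 5-CT at EC100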
S1P3 ag: S1P3 (human) receptor agonism. Q99500. S1P3 NFAT-BLA reporter cells, FRET ratio; relative to 1 µM S1P, basal subtracted. activation, % at 4.5 µM. actives 0.1% (n = 60,000). AID 373;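 active means activation above the screen-wide mean plus 3 SD, cut at about 4.5% in these data, passing the limit was not always enough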; further: some compounds called inactive have numbers as strong as hits
Target sequence (Q99500 whole entry, looked up): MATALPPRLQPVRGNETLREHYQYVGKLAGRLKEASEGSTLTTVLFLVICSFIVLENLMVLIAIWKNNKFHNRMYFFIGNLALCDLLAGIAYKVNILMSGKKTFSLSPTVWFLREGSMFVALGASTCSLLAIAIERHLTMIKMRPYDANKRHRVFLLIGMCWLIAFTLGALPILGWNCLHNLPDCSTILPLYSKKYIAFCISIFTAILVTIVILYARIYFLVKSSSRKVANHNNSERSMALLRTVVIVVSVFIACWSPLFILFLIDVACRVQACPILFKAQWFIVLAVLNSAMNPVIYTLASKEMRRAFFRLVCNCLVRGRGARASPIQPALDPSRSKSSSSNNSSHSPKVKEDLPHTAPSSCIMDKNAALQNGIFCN
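material = human S1P3 NFAT-BLA reporter CHO cells | schedule = 4 h compound at 37 °C, 2 h substrate at RT | measured by = fluorescent BLA substrate, ex 405 nm, em 460/535 nm ratio | controls = 1 µM S1P reference | replication = primary once, confirmation triplicate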
S1P1 ag pot: activates or potentiates agonism at human S1P1 receptor; P21453; S1P1 CRE-bla cells, forskolin, beta-lactamase FRET, potentiator mode; S1P1 agonist co-added at EC20, 2 nM; 100% = saturating reference agonist, 0% = basal; actives 0.57% (n = 56,000); activation, % at 9.5 µM;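 active means activation above a cutoff set at the mean activation of all tested compounds plus 3 SD, cut at about 54% in these data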;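 further: forskolin at 4 µM as EC80 and the EC20 agonist is SEW2871; 100% = SEW2871 at its EC100 plus forskolin at EC80; some compounds past the cut are filed as inactive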
Target sequence (P21453 whole entry, looked up): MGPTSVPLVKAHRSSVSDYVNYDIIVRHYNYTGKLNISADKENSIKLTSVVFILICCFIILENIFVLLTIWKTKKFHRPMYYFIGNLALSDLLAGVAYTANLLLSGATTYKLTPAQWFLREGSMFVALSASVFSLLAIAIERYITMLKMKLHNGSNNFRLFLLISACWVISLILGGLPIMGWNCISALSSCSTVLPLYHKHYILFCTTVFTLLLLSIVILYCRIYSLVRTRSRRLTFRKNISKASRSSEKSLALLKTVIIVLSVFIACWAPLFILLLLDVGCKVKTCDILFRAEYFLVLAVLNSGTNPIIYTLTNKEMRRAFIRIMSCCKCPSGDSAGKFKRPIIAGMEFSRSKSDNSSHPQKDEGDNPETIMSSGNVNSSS
HTR1E antagonist: blocks the human 5-HT1E serotonin receptor. CHO 5-HT1E Ga15 NFAT-bla reporter, FRET, antagonist. inhibition, % at 6 µM. actives 0.99% (n = 65,000). AID 571;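 active means inhibition above a set limit, the mean inhibition across every tested compound plus 3 SD, cut at about 29% in these data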;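 further: signal is the 460 over 535 nm emission ratio of beta-lactamase substrate; 0% = agonist plus DMSO wells and 100% = wells without agonist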
Jurkat tox 60K: cytotoxic compounds reducing Jurkat cell viability; actives 1.2% (n = 56,000); AID 463; inhibition, % at 4 µM; Jurkat E6.1 viability, ATP luminescence, 48 h;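 active means inhibition above the mean inhibition of all tested compounds plus 3 SD, cut at about 28% in these data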
M1 antag: M1 muscarinic receptor (rat) antagonism; B-score at 10 µM; CHO-M1 cells, Fluo-4 calcium, ACh EC80 antagonist mode; hits give low values; actives 3.4% (n = 64,000); AID 628; P08482;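 active means calcium fluorescence response, raw or row-and-column corrected B-score, differing from the plate sample mean either way at a set confidence level, mostly lower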
* hit, by the source's call; / = no result given.

Molecule,5HT1E ag,M1 ag,5HT1a antag,5HT1a ag,S1P3 ag,S1P1 ag pot,HTR1E antagonist,Jurkat tox 60K,M1 antag
COC(=O)c1c(N)c2ccccc2[nH]c1=O,-0.5,0.152,-5.3,-1.0,-0.8,-18.3,-0.2,-4.2,-0.00543
N#Cc1c(N)n(CCNC(=O)c2cccs2)c2nc3ccccc3nc12,2.3,-0.291,-30.0,4.2,0.0,-18.3,7.3,2.7,-0.439
O=C(c1cccs1)N(Cc1ccccn1)Cc1ccco1,-0.8,0,0.5,-1.5,-0.6,2.6,4.5,7.8,-0.252
Cc1nc(CNS(=O)(=O)c2cc(C)c(C)cc2C)cs1,-0.2,-0.285,-2.6,0.2,0.2,-10.9,-7.7,-6.5,-0.136
O=C(NCCCN1CCOCC1)c1cc(-c2ccc(Br)cc2)on1,-0.1,2.25*,4.7,-1.6,-0.1,-31.3,-8.1,-3.6,-0.502
Cn1nc(-c2ccc(Cl)cc2)c2cc(C(=O)N3CCN(c4ccccn4)CC3)sc21,0.2,2.63,10.8,4.7,-1.3,8.3,12.2,2.6,-0.634
CCN(CC)C(=O)c1ccc2c(c1)N(Cc1ccccc1)C(=O)CS2=O (configuration not stated),0.4,-0.305,-6.8,-0.5,-0.2,-22.5,-6.2,-2.6,-0.0435
O=C(NCCc1ccccc1)C1c2ccccc2C(=O)N1C1CC1 (configuration not stated),0.4,0.104,-7.5,-4.9,-0.8,-5.8,-1.1,-8.5,0.0565
CCCc1nc(SCc2ccccn2)c2c(=O)n(C)c(=O)n(C)c2n1,1.6,-1.09,-16.0,-0.2,-1.0,-17.6,9.9,-1.5,-1.38*
COc1cc2c(cc1OC)/C(=C/C#N)NC(C)(C)C2,-1.4,0.644,46.1*,-0.7,-0.3,-15.0,43.9*,5.7,-0.00703
Cc1cc2c(cc1C)/C(=C\C(N)=O)NC(C)(C)C2,0.6,0.954,5.5,-2.6,-0.2,11.5,-0.3,5.2,-0.144
CCc1ccccc1S(=O)(=O)Cc1ccc(C(=O)N2CCN(c3ccccn3)CC2)o1,2.1,2.84,10.4,-2.7,0.3,9.4,-12.7,-1.2,-0.0253
CC(=O)c1c(C)n([O-])c2ccccc2[n+]1=O,0.0,0.387,-8.6,1.0,-1.2,-20.9,-4.8,-1.0,0.0489
Nc1nc(CN2CCN(c3ccccn3)CC2)nc(Nc2ccc(Cl)cc2)n1,0.9,-1.3,-6.8,-2.9,-1.5,10.3,2.4,9.5,1.21
O=S(=O)(c1cccc(-c2nnc(SC(F)F)n2-c2ccccc2)c1)N1CCCCC1,0.2,1.86,3.0,-0.9,-1.0,-42.0,-2.0,15.5,0.56
CCOC(=O)N1CCN(C(=O)C2CCCN(S(=O)(=O)c3cc(C)ccc3OC)C2)CC1 (configuration not stated),0.1,-0.405,-4.6,-0.6,-1.2,/,5.8,4.9,-0.134
COc1cc2c(C(=O)N3CCN(Cc4ccc5c(c4)OCO5)CC3)cn(C)c(=O)c2cc1OC,-1.2,-0.227,1.3,-0.2,/,/,10.5,/,-0.483
Cc1cc(C)nc(NC2=NCC(=O)N2c2ccccc2Br)n1,-0.3,0.892,4.5,0.0,-2.1,-12.9,3.6,2.2,1.11
Cn1c(NC(=O)c2ccc(Cl)cc2Cl)cc(=O)n(C)c1=O,0.5,-0.324,-7.2,1.3,-0.8,-17.6,0.2,-1.0,-0.726
CCCCn1nnnc1SCC(=O)c1ccc(C)c(C)c1,0.4,-0.212,10.9,-0.1,-0.5,83.5*,4.0,3.0,-0.852
OCc1nc2ccccc2n1CC(O)Cn1ccc2ccccc21 (configuration not stated),0.7,0.00799,7.2,-3.7,-1.3,-1.6,4.4,13.8,0.365
CCn1c2ccccc2c2cc(NC(=O)COC(=O)Cc3cn4ccsc4n3)ccc21,0.5,0.555,-1.1,-1.2,1.6,-0.7,12.1,9.2,1.03
c1ccc2c(c1)Cn1nc(Cc3nc4c(s3)CCCC4)nc1-2,0.2,0.473,-24.6,-0.4,1.4,-12.3,6.0,-7.5,0.83
COC(=O)C1=C(C)N(c2ccc(C(=O)OC)cc2)C(=O)C1,-0.6,-0.226,6.5,0.0,-0.2,-5.0,-11.0,-2.2,0.00313
O=C(c1cnn(-c2nc3ccccc3s2)c1)c1ccccc1O,-0.2,-0.109,-6.8,21.2*,-1.1,-12.1,11.8,-2.8,0.591
COc1ccc2cc(C#N)c(SCC(=O)N3CCCC3)nc2c1,0.4,-0.409,1.9,4.9,-0.7,11.9,2.7,-4.9,0.0171
CC(OC(=O)c1cccc(NS(C)(=O)=O)c1)C(=O)Nc1ccc(N2CCOCC2)cc1 (configuration not stated),-0.6,-0.573,9.7,-1.9,0.6,14.1,6.8,1.8,-0.0858
CC(=O)N1CCN(CCN=CC2=C(O)CC(C)(C)CC2=O)CC1,0.7,-0.333,-2.5,-1.5,-0.9,-4.5,8.6,1.3,-0.988
O=C1COc2ccc(C(=O)CSc3nnnn3-c3ccccc3)cc2N1,-0.3,-0.505,-5.5,-1.1,-0.7,-6.5,-0.8,-3.2,1.64
Cc1cc(C(=O)CSc2n[nH]c(N)n2)c(C)n1-c1cccc(F)c1,-2.2,0.251,-10.2,-2.8,-1.6,8.5,14.0,15.8,-0.0293

Additional compounds:
Molecule,5HT1E ag,M1 ag,5HT1a antag,5HT1a ag,S1P3 ag,S1P1 ag pot,HTR1E antagonist,Jurkat tox 60K,M1 antag
Cc1c(C(N)=O)c(N)c(C(=O)c2ccccc2)n1-c1ccccc1,3.3,-0.0939,-12.2,0.1,-1.2,-24.2,5.9,-2.7,0.00325
CC1(C)CC(=O)C(C=Nc2ccncc2)=C(O)C1,-1.4,-0.487,2.9,-1.0,0.4,0.3,6.4,-3.8,0.0863
COc1ccc(NC(=O)c2cccc(Cn3cc(Br)cn3)c2)cn1,-1.1,0.327,18.3,0.3,-1.0,-1.4,13.8,2.8,-1.43
CCc1nnc(NC(=O)CSc2nnc(COc3ccc(C)cc3)n2-c2ccccc2)s1,-0.3,0.416,-3.6,-2.5,1.5,-60.0,2.6,7.0,-0.352
COc1ccccc1NC(=O)NCc1ccc2c(c1)OCO2,2.3,0.909,5.7,-0.7,0.0,-14.9,-4.2,-2.0,-0.0513
N#CC1=C(N)NC(SCc2ccccc2)=C(C#N)C12CCCCC2,0.8,0.718,-0.8,-2.2,-1.4,32.3,-7.1,9.8,-1.44
O=C(NCC1CCCO1)c1ccc(/C=N/O)nc1 (configuration not stated),-1.5,0.17,1.4,-3.0,-1.0,-4.0,2.3,6.5,0.47
O=C(NCc1ccc(F)cc1)c1cc(-c2cccs2)on1,-0.2,1.11,0.0,-4.8,-0.9,-32.0,-2.3,-2.2,-0.417
Cc1cc(C)n(C(=O)Cc2cn3ccsc3n2)n1,-0.1,-0.644,-10.0,1.2,-0.1,5.2,-10.3,-4.2,1.42
N#CCSc1nc2sc3c(c2c(=O)n1C1CCCCC1)CCCC3,13.3*,0.111,/,6.5,1.2,-8.3,5.6,/,0.19
Cc1ccc(S(=O)(=O)N2CCN(S(C)(=O)=O)C2c2ccccc2)cc1 (configuration not stated),-0.8,2.65*,1.7,-0.9,-0.7,-11.2,-4.6,1.9,0.0836
COCCn1nnnc1C(C(C)C)N(Cc1cccnc1)Cc1ccccc1Cl (configuration not stated),-0.9,0.768,14.3,-1.1,-0.7,12.1,-1.9,-13.9,-0.232
O=C(O)CCCC(=O)NCCc1cccc(Cl)c1,-1.3,-0.565,-2.9,0.5,-0.6,/,-3.7,0.8,0.0743
O=C1C2C3C=CC(C3)C2C(=O)N1c1ncn[nH]1 (configuration not stated),-1.6,0.405,-7.0,-1.6,/,/,5.8,/,0.284
CC1CC(C)CN(C(=O)CSc2nnc(-c3ccc(Cl)cc3)o2)C1 (configuration not stated),1.2,-0.877,-2.0,-3.8,-1.4,-1.9,-3.1,0.5,-1.21
COc1ccccc1-c1nnc(SCC(=O)Nc2c(Cl)cccc2Cl)o1,-0.1,0.00717,0.3,-1.9,3.4,-24.8,-1.1,-6.8,-0.578
CC(=O)Nc1c(C(=O)c2ccc(F)cc2)oc2ccccc12,-1.0,-1.26,6.3,2.2,/,/,9.3,/,-0.0061
COc1ccc(C)cc1Nc1cc(C)nc2ncnn12,0.7,-0.445,4.2,1.3,-1.6,-5.9,2.9,-0.3,-0.339
C=CCN(C1CCCCC1)S(=O)(=O)c1ccc2c(c1)oc(=O)n2C,0.6,0.828,-8.1,0.4,0.3,-7.3,-0.8,3.0,-4.87*
Cc1c(C(=O)N2CCN(c3ccccc3F)CC2)sc2ncn(CC(=O)N3CCOCC3)c(=O)c12,-0.5,3.68*,-4.3,-1.7,-0.7,-11.2,3.0,9.7,-0.00887
OC(COCc1ccco1)CN1CCN(C(c2ccccc2)c2ccccc2)CC1 (configuration not stated),0.0,-0.994,20.5,0.6,-1.2,2.3,1.5,11.0,-16.6*
Cc1cccc(NC(=O)C2CCCN2C(=O)OCC(C)C)c1 (configuration not stated),0.6,-0.00441,0.3,-2.6,-0.3,3.4,4.8,-12.4,-1.11
Cc1ccc(Cn2ccc(NC(=O)c3noc4c3CCCC4)n2)cc1,0.4,-0.552,-12.9,-1.3,0.1,-6.3,-16.8,-0.9,0.323
COc1cccc2cc(NC(=O)C3CCCCC3)c(=O)oc12,0.7,/,4.1,-4.2,-0.5,19.3,-4.3,1.5,/
C/C(N)=C(/C#N)C(=O)CSc1nnc(COc2ccccc2Cl)o1,0.2,-0.631,-19.4,2.1,1.2,4.5,4.1,0.5,0.0143
CCOC(=O)Nc1cc(=O)c2ccccc2o1,-0.8,0.153,12.5,-2.3,-1.3,3.9,7.6,90.4*,-0.183
Cc1cc(=O)n2[nH]c(N3C(=O)CCC3=O)nc2n1,0.0,0.0487,/,-1.0,-2.0,-3.8,-6.2,/,0.00108
Cc1nc(C)c(-c2csc(Nc3cccnc3)n2)s1,0.9,0.49,8.2,-1.7,-0.6,-7.2,-1.4,-3.4,0.303
N#CCSc1nc2ccccc2c(=O)n1-c1ccccc1,0.4,2.32,21.5,-0.9,-0.4,/,7.6,-3.6,0.65
CCC(=O)c1ccc(OCC(O)CN2CC(C)OC(C)C2)cc1 (configuration not stated),-0.2,-0.627,-2.0,-2.7,-0.9,-3.7,-8.9,2.0,0.0196
CCOC(=O)c1cccc(NC(=O)C2CCCN(S(=O)(=O)c3cnc[nH]3)C2)c1 (configuration not stated),-0.1,0.865,-7.6,-1.7,0.9,-12.8,-4.1,-5.7,0.994
CCOc1ccccc1COC(=O)c1cccc(-n2cnnn2)c1,0.0,0.274,-2.4,-2.8,-0.5,59.7,14.7,11.1,-0.282

An excerpt taken from the entries so far:
Molecule,5HT1E ag,M1 ag,5HT1a antag,5HT1a ag,S1P3 ag,S1P1 ag pot,HTR1E antagonist,Jurkat tox 60K,M1 antag
CCOC(=O)c1cccc(NC(=O)C2CCCN(S(=O)(=O)c3cnc[nH]3)C2)c1 (configuration not stated),-0.1,0.865,-7.6,-1.7,0.9,-12.8,-4.1,-5.7,0.994
CCOc1ccccc1COC(=O)c1cccc(-n2cnnn2)c1,0.0,0.274,-2.4,-2.8,-0.5,59.7,14.7,11.1,-0.282
